influenza NS1A = H1N1 influenza NS1A inhibitors, functional cell based assay (AID 504329). NS1A functional cell-based assay, percent inhibition; higher % means a stronger effect. inhibition, % at 12.5 µM; hits with a dose series show IC50 in µM. hit rate 0.3% among 340,000; in the data active = a potency from the dose series; inconclusive = inhibition above about 27% without an active follow-up result; also: strong numbers were not always called active
PhoP GFP inhibition = PhoP regulon inhibitors, Salmonella typhi PhoP promoter GFP reporter, confirmatory (AID 1850); inhibition, % at 50 µM; hits with a dose series show IC50 in µM; hit rate 0.33% among 310,000; Salmonella Typhi PhoP-promoter GFP reporter, fluorescence, 4 h; higher % means a stronger effect; in the data active = a potency from the dose series; inconclusive = inhibition mostly from about 25% at the one dose, without a potency; inactive = the rest, 99 in 100 with inhibition below about 19%;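 also: 0% = induced wells with vehicle and 100% = uninduced wells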
VEEV TC-83 Vero = inhibitors of VEEV TC-83 cytopathic effect, confirmation, Vero cells (AID 588727) | Vero cells, VEEV TC-83 cytopathic effect inhibition; higher % means a stronger effect | inhibition, % at 20 µM; hits with a dose series show IC50 in µM | hit rate 0.13% among 350,000; in the data active = a potency from the dose series; inconclusive = inhibition mostly from about 14% at the one dose, without a potency; inactive = the rest, 99 in 100 with inhibition below about 12%; also: strong numbers were not always called active
M. tuberculosis HTS = M. tuberculosis growth inhibition, HTS (AID 449762). M. tuberculosis H37Rv growth inhibition, 7H9 media; higher % means a stronger effect. inhibition, % at 25 µM; hits with a dose series show IC50 in µM. hit rate 0.59% among 330,000; in the data active = a potency from the dose series; inconclusive = inhibition above about 70% without an active follow-up result;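 also: bacterial growth assessed after seven days of incubation; strong numbers were not always called active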
M. tuberculosis = growth inhibition of non-replicating M. tuberculosis (AID 488890); one-dose inhibition, % at 25 µM; IC50 in µM for titrated hits; hit rate 0.39% among 320,000; Mycobacterium tuberculosis non-replicating, growth inhibition; higher % means a stronger effect; in the data active = a potency from the dose series; inconclusive = inhibition mostly from about 82% at the one dose, without a potency; inactive = the rest, 99 in 100 with inhibition below about 76%;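 also: plate controls were DMSO cells for no effect and high antibiotic wells for full effect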
An asterisk follows results filed as active. Not a hit list; any-hit rate near 1.4%.

CNC(=O)C1CC(=O)N(CCc2ccc(C)cc2)C1 (configuration not stated) was read as influenza NS1A -14%, PhoP GFP inhibition -7%, VEEV TC-83 Vero 6.1%, M. tuberculosis HTS -5% and M. tuberculosis -6%.
O=C(CN1C(=O)NC(CCc2ccccc2)C1=O)Nc1ccccc1C(F)(F)F (configuration not stated) was read as influenza NS1A -7%, VEEV TC-83 Vero 3.3%, M. tuberculosis HTS 7% and M. tuberculosis 7%.
`COc1ccc(CCNc2cc(C)nc(N)n2)cc1OC` gave influenza NS1A -13%, PhoP GFP inhibition 7%, VEEV TC-83 Vero inactive, M. tuberculosis HTS 6% and M. tuberculosis 12%.
`Clc1ccc(CNc2nc(CN3CCOCC3)nc3scc(-c4ccccc4)c23)cc1` gave influenza NS1A 5%, PhoP GFP inhibition -2%, VEEV TC-83 Vero 5.1%, M. tuberculosis HTS 17µM* and M. tuberculosis 64%.
Screening CNC(=S)NC1CC2CCC(C1)N2Cc1ccccc1 (configuration not stated) returned influenza NS1A -12%, PhoP GFP inhibition -5%, VEEV TC-83 Vero inactive, M. tuberculosis HTS -6% and M. tuberculosis 7%.
For C=CCn1c(O)c(C=Nc2ccccc2)sc1=S the results were influenza NS1A 7%, PhoP GFP inhibition 7%, VEEV TC-83 Vero 2.8%, M. tuberculosis HTS -4% and M. tuberculosis 0%.
Screening COc1ccc(-c2c(C(F)(F)F)oc3cc(OCC(=O)Nc4ccccc4C(F)(F)F)ccc3c2=O)cc1OC returned influenza NS1A -10%, PhoP GFP inhibition -3%, VEEV TC-83 Vero 0.8%, M. tuberculosis HTS 11% and M. tuberculosis 43%.
`COc1ccc(N2CCN(c3nc(Cl)nc(N4CCOCC4)n3)CC2)cc1` gave influenza NS1A 13%, PhoP GFP inhibition -3%, VEEV TC-83 Vero 3.8%, M. tuberculosis HTS inconclusive and M. tuberculosis 11%.
For Cc1ccc(S(=O)(=O)Nc2cccc(C(=O)NCC(c3ccco3)N3CCCCC3)c2)cc1F (configuration not stated) the results were influenza NS1A -2%, PhoP GFP inhibition 8%, VEEV TC-83 Vero 4.4%, M. tuberculosis HTS 30% and M. tuberculosis 19%.
For COc1cc(/C=C(\C#N)c2ccccn2)ccc1OCc1ccccc1Cl the results were influenza NS1A -1%, PhoP GFP inhibition 2%, VEEV TC-83 Vero 2.5%, M. tuberculosis HTS inconclusive and M. tuberculosis 70%.
Cc1ccc(/C(N)=N/OC(=O)CCc2ccccc2)cc1 was read as influenza NS1A -18%, PhoP GFP inhibition -1%, VEEV TC-83 Vero 0.2%, M. tuberculosis HTS 10% and M. tuberculosis 26%.
For CCN(CC)CCCNC(=O)c1cn(CC(C)C)c(=O)c2c1c1ccccc1n2C the results were influenza NS1A -18%, PhoP GFP inhibition 0%, VEEV TC-83 Vero inactive, M. tuberculosis HTS -2% and M. tuberculosis 6%.
Screening O=c1[nH]ncc(N/N=C\c2ccc(O)cc2O)c1Cl returned influenza NS1A 13%, PhoP GFP inhibition 2%, VEEV TC-83 Vero 0.6%, M. tuberculosis HTS 6% and M. tuberculosis 2%.
`Cc1nonc1NCn1nnc2ccccc21` gave influenza NS1A -22%, PhoP GFP inhibition 3%, VEEV TC-83 Vero inactive, M. tuberculosis HTS -5% and M. tuberculosis -1%.
Screening O=C(NCCS(=O)(=O)c1ccc(Br)cc1)c1ccc(Cl)cc1 returned influenza NS1A 15%, PhoP GFP inhibition -8%, VEEV TC-83 Vero 0.6%, M. tuberculosis HTS -12% and M. tuberculosis 0%.
For CCOc1ccccc1C(=O)NCC(=O)OCC(=O)c1ccc2c(c1)OCCO2 the results were influenza NS1A 3%, PhoP GFP inhibition 2%, VEEV TC-83 Vero 1.6%, M. tuberculosis HTS -4% and M. tuberculosis 13%.
CCCCS(=O)(=O)Nc1ccc(Cc2ccncc2)cc1 was read as influenza NS1A -9%, PhoP GFP inhibition -6%, VEEV TC-83 Vero inactive, M. tuberculosis HTS 7% and M. tuberculosis 56%.
CC(=O)N1CCc2cc(S(=O)(=O)NCCCOC(C)C)ccc21 was read as influenza NS1A 7%, PhoP GFP inhibition 6%, VEEV TC-83 Vero 0.3% and M. tuberculosis HTS -8%.
Screening O=C(c1nnc(-c2ccncc2)o1)c1ccccc1Cl returned influenza NS1A -1%, PhoP GFP inhibition 20%, VEEV TC-83 Vero 0.8% and M. tuberculosis HTS -1%.
Screening Clc1ccc(-c2nnc(SCc3nc4ccccc4s3)o2)cc1 returned influenza NS1A -1%, PhoP GFP inhibition -3%, VEEV TC-83 Vero 0.8%, M. tuberculosis HTS inconclusive and M. tuberculosis inconclusive.

5 entries drawn at random from those above:
CCCCS(=O)(=O)Nc1ccc(Cc2ccncc2)cc1 was read as influenza NS1A -9%, PhoP GFP inhibition -6%, VEEV TC-83 Vero inactive, M. tuberculosis HTS 7% and M. tuberculosis 56%.
For C=CCn1c(O)c(C=Nc2ccccc2)sc1=S the results were influenza NS1A 7%, PhoP GFP inhibition 7%, VEEV TC-83 Vero 2.8%, M. tuberculosis HTS -4% and M. tuberculosis 0%.
For CCOc1ccccc1C(=O)NCC(=O)OCC(=O)c1ccc2c(c1)OCCO2 the results were influenza NS1A 3%, PhoP GFP inhibition 2%, VEEV TC-83 Vero 1.6%, M. tuberculosis HTS -4% and M. tuberculosis 13%.
Cc1ccc(/C(N)=N/OC(=O)CCc2ccccc2)cc1 was read as influenza NS1A -18%, PhoP GFP inhibition -1%, VEEV TC-83 Vero 0.2%, M. tuberculosis HTS 10% and M. tuberculosis 26%.
`COc1ccc(CCNc2cc(C)nc(N)n2)cc1OC` gave influenza NS1A -13%, PhoP GFP inhibition 7%, VEEV TC-83 Vero inactive, M. tuberculosis HTS 6% and M. tuberculosis 12%.

More compounds
Screening Cc1ccccc1C(=O)NNC(=O)Cc1ccccc1 returned influenza NS1A 6%, PhoP GFP inhibition -3%, VEEV TC-83 Vero 1.3%, M. tuberculosis HTS -1% and M. tuberculosis -16%.
CCCCn1c(N)c(N(CCC(C)C)C(=O)CSc2nnc(C)s2)c(=O)[nH]c1=O was read as influenza NS1A 22%, PhoP GFP inhibition -17%, VEEV TC-83 Vero 2.5%, M. tuberculosis HTS 1% and M. tuberculosis -5%.
For CCOC(=O)c1cnc2ccc(C)cc2c1Sc1ccc(F)cc1 the results were influenza NS1A 11%, PhoP GFP inhibition 15%, VEEV TC-83 Vero 8.2%, M. tuberculosis HTS 7% and M. tuberculosis 4%.
Screening FC(F)(F)c1cccc(N2CCC(N=CN3CCCCCC3)=N2)c1 returned influenza NS1A 11%, PhoP GFP inhibition 2%, VEEV TC-83 Vero 1.0%, M. tuberculosis HTS inconclusive and M. tuberculosis 20%.
For CCN(CC)CCn1c2c(c(SCC(=O)Nc3ccccc3Cl)nc1=O)CCCC2 the results were influenza NS1A -3%, PhoP GFP inhibition 9%, VEEV TC-83 Vero 1.3%, M. tuberculosis HTS -11% and M. tuberculosis 0%.
For Cn1c(CNC(=O)c2ccc(Cl)cc2)nnc1SCC(=O)Nc1sc2c(c1C#N)CCCC2 the results were influenza NS1A -1%, PhoP GFP inhibition 23%, VEEV TC-83 Vero 0.4%, M. tuberculosis HTS -9% and M. tuberculosis -1%.
Screening N#C/C(=C\c1c(N2CCOCC2)nc2ccccn2c1=O)S(=O)(=O)c1ccccc1 returned influenza NS1A 1%, PhoP GFP inhibition 8%, VEEV TC-83 Vero 0.4%, M. tuberculosis HTS 21% and M. tuberculosis 46%.
CN(C(=O)c1ccc(C#N)cc1)c1nnc(-c2cnccn2)s1 was read as influenza NS1A 8%, PhoP GFP inhibition -16%, VEEV TC-83 Vero 1.6%, M. tuberculosis HTS 4% and M. tuberculosis -8%.
COc1ccc(NS(=O)(=O)c2ccc(NS(C)(=O)=O)cc2)cc1 was read as influenza NS1A -4%, PhoP GFP inhibition 3%, VEEV TC-83 Vero 1.2%, M. tuberculosis HTS -12% and M. tuberculosis -9%.
COc1ccccc1NC(=O)CCn1c(=O)sc2ccccc21 was read as influenza NS1A -6%, PhoP GFP inhibition -7%, VEEV TC-83 Vero 1.2%, M. tuberculosis HTS -11% and M. tuberculosis 18%.
Screening CCOC(=O)N1CCN(C(=O)c2ccc(Oc3ccc([N+](=O)[O-])cc3)cc2)CC1 returned influenza NS1A 0%, PhoP GFP inhibition -1%, VEEV TC-83 Vero 0.1%, M. tuberculosis HTS 1% and M. tuberculosis 19%.
CN(C)c1oc(-c2ccccc2Cl)nc1C#N was read as influenza NS1A 3%, PhoP GFP inhibition -4%, VEEV TC-83 Vero 0.9%, M. tuberculosis HTS -6% and M. tuberculosis -4%.
`COc1ccc(NC(=S)NCc2ccc(S(N)(=O)=O)cc2)cc1OC` gave influenza NS1A -5%, PhoP GFP inhibition 14%, VEEV TC-83 Vero 0.1%, M. tuberculosis HTS -10% and M. tuberculosis -6%.
CC1CCN(c2nc3c(cc2C#N)COC(C)(C)C3)CC1 was read as influenza NS1A -1%, PhoP GFP inhibition 1%, VEEV TC-83 Vero inactive, M. tuberculosis HTS 3% and M. tuberculosis 17%.
CN1CCN(c2ccc(CNC(=O)c3ccco3)cc2)CC1 was read as influenza NS1A -27%, PhoP GFP inhibition -2%, VEEV TC-83 Vero 0.5%, M. tuberculosis HTS -8% and M. tuberculosis 2%.
`C=Cn1cc[n+](CC(=O)c2ccc(Br)cc2)c1` gave influenza NS1A -30%, PhoP GFP inhibition -6%, VEEV TC-83 Vero 0.4%, M. tuberculosis HTS 1% and M. tuberculosis -3%.
`CN1CCC(=NNC(=O)CN(c2cccc(Cl)c2)S(C)(=O)=O)CC1` gave influenza NS1A -4%, PhoP GFP inhibition 22%, VEEV TC-83 Vero 0.5%, M. tuberculosis HTS 1% and M. tuberculosis 12%.
`O=C(Cn1c(=O)c2c(ncn2Cc2ccccc2)n(Cc2ccccc2)c1=O)N1CCCC1` gave influenza NS1A 1%, PhoP GFP inhibition -4%, VEEV TC-83 Vero 5.8%, M. tuberculosis HTS 0% and M. tuberculosis -2%.
CCC(CC)C(=O)c1c[nH]c(C(=O)OC)c1 was read as influenza NS1A -2%, PhoP GFP inhibition -12%, VEEV TC-83 Vero 0.3%, M. tuberculosis HTS 4% and M. tuberculosis 1%.
`N#C/C(=C\Nc1ccc(F)c(Cl)c1)S(=O)(=O)c1ccccn1` gave PhoP GFP inhibition 0%, VEEV TC-83 Vero inactive, M. tuberculosis HTS -5% and M. tuberculosis -16%.
`Cc1ccc(-n2c(Cc3cccs3)nnc2SCC(N)=O)cc1` gave influenza NS1A 21%, PhoP GFP inhibition -8%, VEEV TC-83 Vero 0.6%, M. tuberculosis HTS -3% and M. tuberculosis 2%.
Screening Cc1ccccc1C(=O)NC1CCN(Cc2nnnn2Cc2ccccc2)CC1 returned influenza NS1A -7%, PhoP GFP inhibition 3%, VEEV TC-83 Vero 0.8%, M. tuberculosis HTS 0% and M. tuberculosis 0%.
For CC(=O)c1cccc(NC(=O)c2cc(=O)c3ccccc3o2)c1 the results were influenza NS1A -7%, PhoP GFP inhibition 0%, VEEV TC-83 Vero 1.2%, M. tuberculosis HTS -1% and M. tuberculosis -5%.
Screening Cc1ccccc1-n1cc(CNC(=O)C2CCC(=O)N(C3CC3)C2)cn1 (configuration not stated) returned influenza NS1A 21%, PhoP GFP inhibition -8%, VEEV TC-83 Vero inactive, M. tuberculosis HTS -3% and M. tuberculosis -6%.
`O=C(CCNC(=O)c1ccco1)Nc1ccc(OC(F)F)c(Cl)c1` gave influenza NS1A -3%, PhoP GFP inhibition 11%, VEEV TC-83 Vero inactive, M. tuberculosis HTS inconclusive and M. tuberculosis 16%.
`Cc1cc(C(C)(C)C)cc(C)c1C(=O)O` gave influenza NS1A -20%, PhoP GFP inhibition -5%, VEEV TC-83 Vero 1.2%, M. tuberculosis HTS -2% and M. tuberculosis -2%.
C[C@@H]1CC=C[C@@H]2[C@H]1C(=O)N(Cc1ccccc1)[C@H]2c1ccccc1Br was read as influenza NS1A -13% and VEEV TC-83 Vero 2.3%.
COc1ccc(C2=NN(C(=O)CSc3nnc(C)c(=O)n3N)C(c3ccco3)C2)cc1 (configuration not stated) was read as influenza NS1A 2%, PhoP GFP inhibition 1%, VEEV TC-83 Vero 1.1%, M. tuberculosis HTS -2% and M. tuberculosis -14%.

Screening results: PubChem, Southern Research Specialized Biocontainment Screening Center
